# TDP43 rescue: qHTS of TDP-43 Inhibitors. TDP-43 expressing yeast growth rescue, BacTiter-Glo, 24 h. Potency, µM (series often up to 46.1 µM), for the others: at the top dose growth rescue (activation), actives largely listed as activators. hit rate 1.8% among 410,000. AID 652104, 2013; further: potency means the concentration at half of the fitted maximal effect; % of control where 0% means no effect; nearly all actives have a fitted effect of over 50% in size
#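 Cell-based yeast growth screen: TDP-43 expression induced in galactose, inoculum OD600=0.02 after raffinose pregrowth to mid-log. Read-out BacTiter-Glo luminescence at 24 hr, 30 deg C; inhibition of toxicity seen as signal increase.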
# D3 ag: qHTS of D3 Dopamine Receptor Agonist: qHTS; D(3) dopamine receptor (Homo sapiens), P35462; D3R DiscoveRx beta-arrestin cells, luminescence, 90 min; max activation, %; hit rate 0.58% among 410,000; AID 652048, 2013; in the data active means max activation above about 30%; further: 0% is about no effect; mostly tested at two doses, the higher about 12 µM
#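 Cells at 1500/well, incubated overnight, then treated with pinned compounds (dopamine as control) for 90 min at 37 degrees C. DiscoveRx reagent added for 30 - 60 minutes at room temperature; luminescence read.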
# Abeta yeast res: qHTS for compounds that reverse cellular toxicity of Amyloid beta (A-beta) peptide in yeast: Primary Screen | Potency, µM (doses to about 46.1 µM), for inactives: top-dose growth rescue, usual class: activators | yeast expressing A-beta42, growth rescue, OD600, 48 h; response scale: 0% DMSO, 100% iron-clioquinol control | hit rate 0.063% among 410,000; further: potency means the concentration at half of the fitted maximal effect; nearly all actives have a fitted effect of over 55% in size
#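 Yeast A-beta toxicity model in growth medium with pinned compounds, 48 h at 30 C; growth read as absorbance at 600 nm. Normalized to FeCl3/clioquinol equimolar mix (positive) and DMSO (negative).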
# EPAC2 antagonist: qHTS for Antagonist of cAMP-regulated guanine nucleotide exchange factor 2 (EPAC2): primary screen; AID 720708, 2013; EPAC2 GEF exchange of Rap1B-BODIPY-GDP, fluorescence; hit rate 0.18% among 360,000; Potency, µM (top dose mostly 114 µM), without a hit: at the highest dose activity, negative = inhibition, actives largely listed as inhibitors; Rap guanine nucleotide exchange factor 4 (Homo sapiens), Q8WZA2; further: potency means the concentration at half of the fitted maximal effect; on the % scale 0 is the no-effect control and ±100 the full control effect; nearly all actives have a fitted effect of over 45% in size; many of its hits are not listed in these tables
# Target sequence (Q8WZA2 whole entry, looked up): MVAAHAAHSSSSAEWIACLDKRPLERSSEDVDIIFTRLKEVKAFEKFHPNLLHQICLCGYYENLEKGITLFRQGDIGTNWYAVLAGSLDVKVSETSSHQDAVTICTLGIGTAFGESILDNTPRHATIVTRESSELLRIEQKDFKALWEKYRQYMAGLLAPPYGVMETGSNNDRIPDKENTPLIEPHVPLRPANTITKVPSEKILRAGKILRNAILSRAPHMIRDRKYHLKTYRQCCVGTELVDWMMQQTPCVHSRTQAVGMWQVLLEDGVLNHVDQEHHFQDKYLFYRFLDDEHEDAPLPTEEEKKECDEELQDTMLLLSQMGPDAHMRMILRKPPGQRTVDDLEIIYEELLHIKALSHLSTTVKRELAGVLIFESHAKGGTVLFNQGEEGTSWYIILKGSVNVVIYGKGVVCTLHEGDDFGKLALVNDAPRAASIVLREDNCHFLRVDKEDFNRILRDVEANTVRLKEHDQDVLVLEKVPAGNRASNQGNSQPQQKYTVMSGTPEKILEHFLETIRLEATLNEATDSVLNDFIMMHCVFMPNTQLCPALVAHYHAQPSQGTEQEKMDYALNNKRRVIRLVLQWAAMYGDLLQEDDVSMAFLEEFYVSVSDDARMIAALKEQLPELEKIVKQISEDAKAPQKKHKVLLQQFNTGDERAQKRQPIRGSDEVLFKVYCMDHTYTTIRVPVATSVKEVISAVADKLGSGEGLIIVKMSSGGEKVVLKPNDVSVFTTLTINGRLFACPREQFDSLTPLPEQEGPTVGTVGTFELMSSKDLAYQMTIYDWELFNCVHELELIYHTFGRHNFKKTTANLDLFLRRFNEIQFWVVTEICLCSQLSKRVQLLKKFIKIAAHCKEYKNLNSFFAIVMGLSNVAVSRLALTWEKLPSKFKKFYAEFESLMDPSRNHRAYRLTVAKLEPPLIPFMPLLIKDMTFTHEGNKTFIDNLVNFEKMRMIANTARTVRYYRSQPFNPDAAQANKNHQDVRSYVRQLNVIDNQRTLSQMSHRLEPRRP
# EPAC2 agonist: qHTS for Agonist of cAMP-regulated guanine nucleotide exchange factor 4 (EPAC2): primary screen | Potency, µM (top dose mostly 154 µM), for inactives: top-dose activation, hits mostly activators | EPAC2 activation, biochemical qHTS; response scale: 100% = 6.5 mM cAMP response | hit rate 0.079% among 360,000 | AID 720711, 2013 | Rap guanine nucleotide exchange factor 4 (Homo sapiens), Q8WZA2; further: potency means the concentration at half of the fitted maximal effect; nearly all actives have a fitted effect of over 50% in size
#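 Compounds were added across a concentration range to EPAC2 (100 nM), RAP1B-BODIPY-GDP (250 nM) and GDP (50 uM). After 5 min at room temperature, fluorescence was recorded at 5-min intervals for 30 min.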
# DRD3 antagonist: qHTS of D3 Dopamine Receptor Antagonist: qHTS; D(3) dopamine receptor (Homo sapiens), P35462; D3R cells, DiscoveRx beta-arrestin luminescence, antagonist mode; stronger effect = lower value; max response, negative = inhibition, %; hit rate 2.5% among 360,000; in the data active means max response below about -50%; inconclusive means no clear call, values can overlap the other calls; further: on the % scale 0 is the no-effect control and ±100 the full control effect; mostly tested at two doses, the higher about 12 µM
#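 Cells plated overnight at 1500 cells/well, then exposed to library compounds with dopamine controls for 90 minutes at 37 degrees C. DiscoveRx reagent added for 30–60 minutes at room temperature; luminescence read, quantitative HTS format.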
# FUS yeast rescue: qHTS for Suppressors of FUS Proteinopathy: Primary screen using FUS-linked yeast assay. hit rate 0.24% among 390,000. S. cerevisiae FUS-expressing, growth rescue, OD600, 24 h. Potency, µM (titrated, usually from 76.6 µM), for the others: at the top dose growth rescue (activation), most hits filed as activators. AID 1347120, 2019;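 further: potency means the concentration at half of the fitted maximal effect; plate controls were DMSO vehicle for no effect and reference control for full effect; nearly all actives have a fitted effect of over 55% in size; some results filed as inactive show a strong effect at the top dose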
#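 Yeast expressing FUS under galactose induction, OD 0.005 in 2% galactose medium; compounds in a dilution series, 24 h at 30C. Growth rescue by absorbance at 600 nm; CP55940 positive control, DMSO negative.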
# aSyn rescue: qHTS of alpha-syn Inhibitors. Yeast expressing alpha-synuclein, growth rescue, BacTiter-Glo, 24 h. Potency, µM (top dose mostly 46.1 µM), for inactives: top-dose growth rescue (activation), actives largely listed as activators. hit rate 0.14% among 370,000; further: potency means the concentration at half of the fitted maximal effect; % of control where 0% means no effect; nearly all actives have a fitted effect of over 65% in size
#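 Rescue of yeast growth: cells expressing toxic alpha-synuclein, induced in galactose at OD600 0.02, incubated with compound 24 h at 30 C. ATP luminescence quantified growth; inhibitors of toxicity appear as activators.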
# * hit, by the source's call; u = inconclusive; x = not tested or not shown; & = joins results of further samples; [ ] = remark or other dose. Unless noted, the call rests on the fitted dose curve; in most records, active means well fitted curve in the direction sought with a large enough effect; inconclusive means small, poorly fitted or top-dose-only effect, or another doubt; inactive means no such curve, though single readings can be large; an effect the other way counts as inactive or inconclusive. Not all compounds are listed; the hit share may differ from the screen's.
SMILES,TDP43 rescue,D3 ag,Abeta yeast res,EPAC2 antagonist,EPAC2 agonist,DRD3 antagonist,FUS yeast rescue,aSyn rescue
COc1ccc(-c2[nH]ncc2CN(C)C(C)c2cccs2)c(F)c1 (stereo unspecified),-15%,-3,-1%,-10%,7%,-7,3%,3%
Cc1cc(NC(=O)Cn2nc([N+](=O)[O-])c(Br)c2C)no1,-8%,-7,-12%,-1%,0%,u,6%,0%
O=C(Cc1n[nH]c(=O)c2ccccc12)NCc1ccc(Cl)cc1,-6%,-10,-10%,-6%,-1%,-16,13%,0%
N#Cc1ccccc1S(=O)c1ccccc1C(=O)Nc1ccccc1 (stereo unspecified),-32%[inhibitor],-11,-4%,u,-1%,-21,4%,-6%
Cn1c(S(=O)(=O)Cc2ccc(Cl)cc2)nc2ccccc21,-8%,-2,-7%,2%,3%,2,-34%,u
O=S(=O)(c1ccc(-c2cn3ccccc3n2)cc1)N1CCOCC1,0%,0,9%,7%,4%,-15,4%,x
CCOc1ccc(C(C)=O)cc1Cn1c(=O)oc2ccccc21,u,-1,-7%,-28%,10%,4,12%,10%
CCc1cc(SC#N)cc(CC)c1NC(=O)CCl,u,1,-2%,1%,-9%,-25,-10%,4%
O=C1NC(=O)C(Cc2ccccc2)(c2ccccc2)N1 (stereo unspecified),-6%,5,4%,4%,4%,15,6%,2%
CCc1nn(CC(=O)NCC(C)c2ccccc2)c(=O)c2cc3occc3n12 (stereo unspecified),-17%,-24,-20%,x,x,x,6%,x
Cc1ccc(CN2C(=O)CC(c3ccc(Cl)cc3)c3c(C)nn(-c4nc(C)cc(C)n4)c32)cc1 (stereo unspecified),24%[9.22 µM],-19,u,x,x,x,u,x
Cc1ccc(NC(=O)N2CCN(C)CC2)cc1NC(=O)N1CCN(C)CC1,-8%,-6,-1%,12%,-4%,-9,19%,-3%
Cc1nc(C)c(C(=O)OCC(=O)Nc2ccc(C)c(C)c2)s1,17%,-10,-9%,-2%,5%,-9,5%,-4%
CN1CCC(N(C)CC(O)c2ccccc2)CC1 (stereo unspecified),-10%,-4,-1%,-1%,15%,-8,6%,-9%
CCc1nc2c(OCCOC)cccn2c1N(C)C(=O)Nc1ccccc1OC,18%,1,10%,2%,6%,4,16%,-8%
COc1ccccc1C(=O)CC(=O)c1ccccc1,19%,0,-21%,-27%,18%,16,-7%,13%
CCOc1ccc(S(=O)(=O)N(C)CC(=O)NCc2ccc3c(c2)OCO3)cc1,9%,1,-8%,1%,4%,2,8%,-5%
CCCCNC(=O)c1cccc(C(=O)NCCCC)c1,-14%,-11,24%,6%,6%,2,12%,2%
NNC(=O)CNc1cccc(Cl)c1,26%,0,-4%,8%,5%,3,-26%,-5%
Cc1ccc(-c2csc(N3CCN(S(=O)(=O)c4ccc5c(c4)NC(=O)CO5)CC3)n2)cc1,5%,2,-5%,14%,-3%,3,-5%,-2%

# A stretch from further up, as a working copy:
SMILES,TDP43 rescue,D3 ag,Abeta yeast res,EPAC2 antagonist,EPAC2 agonist,DRD3 antagonist,FUS yeast rescue,aSyn rescue
COc1ccc(-c2[nH]ncc2CN(C)C(C)c2cccs2)c(F)c1 (stereo unspecified),-15%,-3,-1%,-10%,7%,-7,3%,3%
Cc1cc(NC(=O)Cn2nc([N+](=O)[O-])c(Br)c2C)no1,-8%,-7,-12%,-1%,0%,u,6%,0%

# Remaining list, next part
SMILES,TDP43 rescue,D3 ag,Abeta yeast res,EPAC2 antagonist,EPAC2 agonist,DRD3 antagonist,FUS yeast rescue,aSyn rescue
Cc1ccc(C)c(N2CCN(S(=O)(=O)c3ccc(C4CCCCC4)cc3)CC2)c1,15%,-10,0%,x,x,x,-6%,0%
CCCCCC(C(=O)O)C(C)CC(=O)NC1CCCCC1 (stereo unspecified),27%,2,9%[9.22 µM],0%,-1%,u,-27%,9%
Cc1ccccc1Nc1nc(=O)c2cc([N+](=O)[O-])ccc2s1,0%,-3,23%,-1%,-8%,2,-22%,1%
COc1ccc(-c2cc(C(=O)Nc3cc(C)on3)no2)cc1,-2%,-2,-17%,2%,5%,-16,-7%,3%
CCN=C1SC(CC(=O)Nc2sc3c(c2C#N)CCCC3)C(=O)N1CC (stereo unspecified),-8%,1,15%,-12%[57.1 µM],-8%,39,-5%,7%
O=C1CCCC/C=C\C[C@H](CC(=O)N(CCO)Cc2ccccc2)C(=O)N[C@@H](c2ccccc2)CO1,14%,2,9%,10%,2%,2,10%,-10%
CCOc1ccc(-n2cccc2C=O)cc1,u,-9,0%,4%,10%,-7,x,0%
CN(CCO)C1=NS(=O)(=O)c2cc([N+](=O)[O-])ccc21,-21%,3,6%,-2%,-1%,1,7%,-3%
Cc1oc2ncn(C)c(=O)c2c1C(=O)N(C)c1ccccc1F,22%,2,-10%,x,x,x,-2%,x
COc1ccccc1NC(=O)N1CCn2c(nc3ccccc32)C1,-5%,-18,-3%,-1%,14%,21,10%,-4%
Clc1cccc(Cc2c(-c3ccccc3)nc3ccc(Cl)cn23)c1,32µM*,2,-13%,-27%,8%,8,29%,2%
Cc1c(N=N/C(C(=O)Nc2ccccc2)=C(/O)c2ccccc2)c(=O)n(-c2ccccc2)n1C,-7%,-8,-4%,-4%,5%,-21,36%,0%
CCc1ccc(OCC(=O)NNC(=O)c2cc(S(=O)(=O)N3CCOCC3)ccc2N2CCCC2)cc1,4%,-5,-16%,-5%,12%,-26,u,-4%
NC(=O)c1ccc(CSc2nc3ccccc3s2)cc1,-11%,7,-8%,-4%,-7%,17,6%,8%
NC1=NC(c2ccccc2C(F)(F)F)N(c2ccc(F)c(Cl)c2)C(N)=N1 (stereo unspecified),13%,3,-3%,4%,2%,3,-15%,4%
Cn1nc(C(C)(C)C)c([N+](=O)[O-])c1C(=O)Nc1ccccc1,u,3,-2%,-26%,-2%,22,1%,1%
CCCn1c(=S)[nH]c2cc(C(=O)NCc3ccccc3OC)ccc2c1=O,10%,4,5%,13%,-2%,8,-34%,1%
Cc1ccc(S(=O)(=O)NC(=O)Nc2ccc(F)c(F)c2)cc1,14%,2,-3%,3%,1%,7,-5%,3%
CS(=O)(=O)N(CC(=O)NCc1ccc2c(c1)OCO2)c1ccc(Cl)cc1,-2%,-3,-2%,0%,-3%,3,5%,1%
Cc1ccc(OCCn2c(=S)[nH]c3c(N)ncnc32)cc1,17%[9.22 µM],-6,-11%,1%,3%,-29,8%,-4%
C[C@H]1CN(Cc2ccccc2)C(=O)[C@@H]1CC(=O)Nc1ccccc1,u,10,-3%,0%,9%,5,-7%,0%
O=C(Nc1ccc2nc3n(c(=O)c2c1)CCCCC3)c1ccccn1,-48%[inhibitor],-7,-24%,1%,-1%,-22,3%,-8%
CC(C)Oc1cccc(C(=O)NC2=NCCS2)c1,4%,-3,-34%[inhibitor],8%,12%,-5,9%,-47%[inhibitor]
Cc1cc(NC(=O)CSc2nnc3c4c(C)c(C)sc4ncn23)no1,-9%,12,9%,-1%,-11%,13,-7%,-9%
CN1CCN(c2ccc([N+](=O)[O-])cc2/C=N/NC(=O)c2ccc(F)cc2)CC1,1%,-15,-4%,9%,7%,0,18%,0%
COc1ccc(-c2cn(Cc3ccc(C(=O)NCc4ccc(C)cc4)cc3)c(C(C)N)n2)cc1 (stereo unspecified),5%,-29,-7%,2%,8%,-13,32%,-3%
Cc1cc(=O)oc2c(C)c(OCC(=O)N3CCN(c4ccc(F)cc4)CC3)ccc12,u,14,-1%,-4%,-7%,16,-10%,1%
O=C(c1ccccc1)c1ccccc1NC(=O)c1ccccc1C(=O)O,u,4,4%,x,x,x,10%,x
COc1ccc(Cl)cc1NC(=O)CSc1nc(NS(=O)(=O)c2ccc(C)cc2)cc(=O)[nH]1,-13%,4,-14%,19%,11%,12,-17%,-2%
Cc1ccc(Cl)cc1NC(=O)c1ccc2snnc2c1,10%,6,u,x,x,x,-11%,1%
O=C(Nc1ccccc1)c1ccccc1N=Cc1cccc(O)c1,-8%,-8,3%,-16%,6%,-12,9%,-5%
Cc1ccc2c(c1)c1c(n2C)C(=O)CCC1,7%,-1,7%,9%,10%,15,22%,17%
NC(=O)C1CCN(c2nc(-c3ccc(Br)cc3)cs2)CC1,-7%,-10,-12%,13%,6%,3,20%,2%&-4%&3%

# Quoted from the listing:
# `Cc1cc(=O)oc2c(C)c(OCC(=O)N3CCN(c4ccc(F)cc4)CC3)ccc12` in FUS yeast rescue has -10%
# `Cc1ccc2c(c1)c1c(n2C)C(=O)CCC1` in TDP43 rescue has 7%
# `Cc1ccc(Cl)cc1NC(=O)c1ccc2snnc2c1` in aSyn rescue has 1%
# `Cc1cc(NC(=O)CSc2nnc3c4c(C)c(C)sc4ncn23)no1` in DRD3 antagonist has 13
# `COc1ccc(-c2cn(Cc3ccc(C(=O)NCc4ccc(C)cc4)cc3)c(C(C)N)n2)cc1` (stereo unspecified) in TDP43 rescue has 5%
# `O=C(c1ccccc1)c1ccccc1NC(=O)c1ccccc1C(=O)O` in FUS yeast rescue has 10%
# `CN1CCN(c2ccc([N+](=O)[O-])cc2/C=N/NC(=O)c2ccc(F)cc2)CC1` in EPAC2 antagonist has 9%

# Screening results as filed in PubChem.
